ERAP1 HTS inh = human ERAP1 aminopeptidase inhibitors, primary screen, biochemical, single point, plate reader; Endoplasmic reticulum aminopeptidase 1 (Homo sapiens), Q9NZ08; recombinant ERAP1, Leu-AMC fluorescence, 60 min; inhibition, % at 10.7 µM; 340,000 compounds, 0.15% hits;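 active = mean replicate inhibition of at least 30%, or all replicates individually reaching that 30% level; inactive = mean below 30% and not every replicate reaching it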;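 note: 0% = neutral control wells and 100% = L-leucinethiol positive control wells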
CASP6 VEID inh = human caspase-6 inhibitors, primary screen, biochemical, VEID-R110 fluorescence, single point, set 2. 350,000 compounds, 0.53% hits. inhibition, % at 12.5 µM. purified caspase-6, Z-VEID-R110 cleavage fluorescence. AID 686996, 2013. P55212;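 active = mean inhibition across replicates at least about 35%, with every replicate also reaching that limit, limit read from the data; inconclusive = only one of the two criteria met; inactive = neither criterion met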;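 note: 0% = median of neutral control wells and 100% = no fluorescence left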
Target sequence (P55212 24-179 limits assumed): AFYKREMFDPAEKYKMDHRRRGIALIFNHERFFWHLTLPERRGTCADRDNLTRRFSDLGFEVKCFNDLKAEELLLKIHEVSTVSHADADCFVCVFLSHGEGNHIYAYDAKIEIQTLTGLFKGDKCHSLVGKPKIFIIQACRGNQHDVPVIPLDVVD
Target sequence (P55212 194-293 limits assumed): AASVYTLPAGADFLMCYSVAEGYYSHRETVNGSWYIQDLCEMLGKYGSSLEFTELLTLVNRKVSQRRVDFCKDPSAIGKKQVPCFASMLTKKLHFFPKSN
F508del corr = F508del CFTR correction, initial screen, CFBE line, single point; CFBE cells, YFP halide quenching; stimulated with forskolin plus potentiator P3; % fluorescence drop versus neutral controls; activity (quench increase), % at 7.58 µM; 350,000 compounds, 0.36% hits; AID 720511, 2013;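 active = mean added fluorescence quench of at least 8% versus neutral control, with both replicates also reaching 8%; inconclusive = only one of the mean or replicate conditions met; inactive = mean below 8% and not both replicates reaching 8%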;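 note: cells transiently co-express mutant CFTR-F508del with the halide-sensitive YFP; corrector assay measuring rescue of mutant channel to the surface after 24 h compound exposure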
SIRT5 inh = SIRT5 desuccinylase inhibitors, primary screen, biochemical, fluorescence imaging, single point, set 5; NAD-dependent protein deacylase sirtuin-5, mitochondrial (Homo sapiens), Q9NXA8; Purified SirT5, succinyl-peptide AMC, trypsin-coupled fluorescence; inhibition, % at 15 µM; 330,000 compounds, 1.1% hits; AID 652115, 2013; in the data active = inhibition above about 15%; inconclusive = no clear call, values can overlap the other calls
Target sequence (Q9NXA8 whole entry, looked up): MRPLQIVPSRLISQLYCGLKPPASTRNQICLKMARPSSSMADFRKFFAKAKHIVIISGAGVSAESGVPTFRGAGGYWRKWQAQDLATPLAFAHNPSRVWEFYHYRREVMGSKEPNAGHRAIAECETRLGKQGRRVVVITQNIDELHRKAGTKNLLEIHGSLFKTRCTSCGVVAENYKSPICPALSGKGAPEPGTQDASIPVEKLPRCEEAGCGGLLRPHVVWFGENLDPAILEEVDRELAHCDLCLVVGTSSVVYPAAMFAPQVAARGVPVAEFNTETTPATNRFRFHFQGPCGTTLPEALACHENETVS
DENV2 CPE = inhibitors of DENV2 cytopathic effect, primary screen, cell-based, plate reader, single concentration; DENV2-infected cells, cytopathic effect rescue; CPE inhibition, % at 9.99 µM; 350,000 compounds, 1.7% hits; in the data active = CPE inhibition above about 20%, passing the limit was not always enough; inconclusive = no clear call, values can overlap the other calls; tested in BHK-21 cells;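 note: 0% = median of neutral control wells and 100% = median of positive control wells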
miR-122 sensor = miR-122 Renilla sensor signal increase in Huh7, primary screen, miR-122 inhibitor project, cell-based, single point, plate reader | Huh7 miR-122 Renilla luciferase sensor, 48 h; neutral wells = 0, positive control = 100 | activation (reporter increase), % at 12.5 µM | 340,000 compounds, 0.3% hits;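 active = mean replicate activation score at least 90 and every replicate individually at or above 90; inconclusive = only one of the two criteria met; inactive = neither criterion met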;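 note: higher luciferase means less miR-122 activity so hits act as miR-122 inhibitors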
ERp5 block = inhibitors of ERp5-driven insulin aggregation, primary screen, biochemical, turbidity, absorbance 650 nm, single point. 90 min. inhibition, % at 9.99 µM. 350,000 compounds, 0.05% hits. AID 651711, 2012;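 active = mean replicate inhibition above about 25%, with every replicate also reaching it, limit read from the data, passing the limit was not always enough; inconclusive = only one of those two criteria met; inactive = neither criterion met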
Target sequence (Q15084 whole entry, looked up): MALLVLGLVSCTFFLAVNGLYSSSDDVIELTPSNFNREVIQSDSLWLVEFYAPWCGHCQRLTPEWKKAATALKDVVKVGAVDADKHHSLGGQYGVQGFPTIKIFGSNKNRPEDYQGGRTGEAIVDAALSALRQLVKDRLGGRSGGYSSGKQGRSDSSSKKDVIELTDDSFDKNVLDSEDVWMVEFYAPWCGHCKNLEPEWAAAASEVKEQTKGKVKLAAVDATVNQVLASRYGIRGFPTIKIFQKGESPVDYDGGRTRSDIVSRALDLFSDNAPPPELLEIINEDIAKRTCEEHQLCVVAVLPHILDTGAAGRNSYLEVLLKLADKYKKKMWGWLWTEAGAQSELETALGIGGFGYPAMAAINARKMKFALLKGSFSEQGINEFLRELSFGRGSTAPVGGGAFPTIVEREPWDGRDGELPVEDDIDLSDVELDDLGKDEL
The depositor's hits bear a star; ? = inconclusive; . = no result given; & = joins results of further samples; [ ] = another dose, or the depositor's remark. The order is random; overall some 4% were active at least once.

compound,miR-122 sensor,SIRT5 inh,ERAP1 HTS inh,ERp5 block,DENV2 CPE,F508del corr,CASP6 VEID inh
C[C@@H]1CN([C@H](C)CO)C(=O)c2cc(NC(=O)Nc3cccc4ccccc34)ccc2O[C@@H]1CN(C)Cc1ccc(Oc2ccccc2)cc1,-2[16.7 µM],4,-6,-2,-17,1.7,2
O=C(CCc1nnc2ccc(NCc3ccco3)nn12)N1CCCCC1,3,-4,3,1,-4,2.6,14
CCc1nc2ccc(C(=O)N(C)CC(=O)Nc3cccc(F)c3)cc2nc1CC,12,-3,2,-5,-8,1.8,9
N#C[C@H]1[C@@H](c2ccc(C3=CCCCC3)cc2)[C@@H](CO)N1S(=O)(=O)c1ccccc1,.,4,-1,1,8,-5.3,-2
CC(C)(C)NC(=S)NC1CC1,.,-2,-8,5,-1,-1.6,1
CN1/C(=C\C=N\NC(=O)c2cccnc2)C(C)(C)c2ccccc21,1,-8,5,-4,2,0.1,9
Cc1nc2ccc(Cl)cn2c1[N+](=O)[O-],.,-5,-9,5,15,.,-1
CC(=O)Nc1ccc(C(=O)NNC(=O)c2cc([N+](=O)[O-])cc([N+](=O)[O-])c2)cc1,.,-1,2,0,0,0.9,-1
O=C(CN1C(=O)c2ccccc2S1(=O)=O)NC(Nc1ccccc1F)C(Cl)(Cl)Cl (stereo not drawn),6,0,0,-1,0,-3.0,1
COCC(=O)N(C)C[C@@H]1Oc2ncc(C3=CCCC3)cc2C(=O)N([C@H](C)CO)C[C@@H]1C,.,-13,.,4,-2,-3.4,.
O=S(=O)(c1ccccc1)N1CCCc2nc(-c3ccc(F)cc3)ccc21,.,.,0,1,-5,-0.9,-1
O=C(C[C@@H]1CC[C@H](NC(=O)Nc2ccc(F)cc2)[C@H](CO)O1)NCc1cccc(F)c1,.,-8,2,3,6,-0.5,-5
C[C@@H]1CCCCO[C@H](CN(C)Cc2ccncc2)[C@H](C)CN([C@H](C)CO)C(=O)c2cc(NS(=O)(=O)c3ccc(Cl)cc3)ccc2O1,0[16.7 µM],4,0,-2,-9,3.7,0
C=CCn1c(C)cc(C(=O)COC(=O)[C@@H](NC(=O)c2ccccc2Cl)C(C)C)c1C,.,-2,9,-7,-5,.,0
O=C(C[C@H]1C[C@@H]2c3cc(NC(=O)C4CCC4)ccc3O[C@@H]2[C@H](CO)O1)NCc1cccc(F)c1,2[16.7 µM],0,-4,3,2,-2.3,4
COc1cccc(CNC(=O)COC(=O)c2cccc(S(=O)(=O)N3CCN(C(C)=O)CC3)c2)c1,6,-8,0,-4,-2,-4.2,2
CN1CCN(S(=O)(=O)c2ccc(Br)c3ccccc23)CC1,25,-2,2,-2,-4,0.3,-1
CCc1ccccc1NC(=O)CNC(=O)CSC(=S)N1CCCC1,-7,-1,1,1,4,1.5,6
CCOc1ccc(NC(=O)COc2nsnc2N2CCOCC2)cc1,.,0,.,-4,2,4.6,-1
Cc1n[nH]c(=S)n(/N=C/c2cccc([N+](=O)[O-])c2)c1=O,.,-5,-2,4,5,-0.8,-2
COc1ccc(C(=O)CSc2nnc(NC(=O)C3CC(=O)N(c4ccccc4)C3)s2)cc1 (stereo not drawn),-4,6,4,-5,?,.,-1
CCOC(=O)N(Cc1ccccc1)C1CC1,-5,-4,2,-4,6,0.3,-1
CCOC(=O)Cn1ccc(NC(=O)COc2ccc(F)cc2F)n1,1,-6,-1,.,4,-1.0,1
COc1ccc(S(=O)(=O)N(C)C[C@H]2OCCCC[C@H](C)Oc3ccc(NC(=O)CCCN(C)C)cc3C(=O)N([C@@H](C)CO)C[C@@H]2C)cc1,8[16.7 µM],0,0,-5,10,-2.6,0
CCNC(=O)c1ccccc1NC(=O)C1CC(=O)N(C(C)C)C1 (stereo not drawn),-2,-3,-1,10,-2,1.3,1
CC(NC(=O)NC(=O)c1ccc(F)cc1)C1CC1 (stereo not drawn),.,11,1,-2,-6,1.6,-2
CN(Cc1ccccc1)C(=O)c1nc2ccccn2c1CN1CCc2sccc2C1,1,-8,-2,-2,-2,0.6,7
Cc1c(NS(=O)(=O)c2cccs2)cccc1-c1nc2cccnc2s1,.,-1,-3,1,2,0.9,5
C[C@H](CO)N1C[C@H](C)[C@H](CN(C)C(=O)Cc2ccccn2)Oc2ncc(-c3cccc(C(=O)N(C)C)c3)cc2C1=O,1[16.7 µM],1,3,14,-2,-2.6,4
C[C@H](CO)N1C[C@H](C)[C@@H](CN(C)C(=O)Nc2ccc3c(c2)OCO3)Oc2ccc(NC(=O)c3ccncc3)cc2CC1=O,14[16.7 µM],-2,-2,2,-4,-0.8,0
Fc1ccc(C(CCNCc2cccs2)c2ccco2)cc1 (stereo not drawn),.,-6,.,-2,-1,0.3,0
C[C@H]1CCCCO[C@H](CN(C)Cc2ccccc2)[C@@H](C)CN([C@@H](C)CO)C(=O)c2cc(NC(=O)Nc3ccc(F)cc3)ccc2O1,1[16.7 µM],-5,2,-1,-6,0.4,0
Cc1cc2c(c(SCC(=O)NCc3ccccc3Cl)n1)C(=O)OC2,0,-3,-1,-2,-4,1.0,-1
Cc1cc(CNC(=O)C(C)n2nc(C)c([N+](=O)[O-])c2C)c2ccccc2n1 (stereo not drawn),-9,4,-1,4,0,1.8,0
O=S(=O)(c1ccccc1)c1nc(NCc2cccnc2)sc1Cl,.,1,-3,-6,1,-0.2,1
COc1ccc(C(=O)N/C(=C/c2ccco2)C(=O)NC2CCS(=O)(=O)C2)cc1 (stereo not drawn),.,-5,0,-5,-1,2.3,.
Cc1nn(C)cc1[C@@H]1C[C@H]2CN(Cc3cccc(Cl)c3)C(=O)[C@]23CCCN13,.,-1,-2,1,-3,2.1,0
COc1ccccc1CC(=O)Nc1ccc(Cl)cc1C(=O)O,.,2,3,3,-3,-1.3,1
CCCNC(=O)[C@H]1[C@H](CO)[C@H]2Cn3c(ccc(-c4cccnc4)c3=O)[C@H]2N1Cc1cocn1,.,-7,-2,3,-8,0.6,0
Cn1c2c(c(=O)n(C)c1=O)C(c1ccc(Cl)cc1)C(C#N)=C(N)O2 (stereo not drawn),-2,0,4,-8,-3,.,5
CCOC(=O)Cc1csc(NC(=O)CCSc2ccccc2)n1,-1,1,1,-3,1,-0.9,3
O=C(O)c1cncc(Br)c1,3,0,1,3,-2,-3.1,2
C[C@@H]1CN([C@H](C)CO)C(=O)c2c(c3ccccc3n2C)-c2ccccc2CO[C@@H]1CN(C)S(=O)(=O)c1ccc([N+](=O)[O-])cc1,.,2,1,0,0,6.6,0
C=CCSc1nc2ccccc2c(=O)n1Cc1ccccc1,.,-7,6,1,2,.,-1
O=C(Nc1ccc(C(=O)N2CCCC2)cc1)c1ccc(F)cc1Cl,-5,0,-8,-3,-2,-0.9,3
C[C@@H]1CN([C@@H](C)CO)C(=O)c2cc(NC(=O)CCN3CCOCC3)ccc2O[C@H]1CN(C)Cc1ccc(C(F)(F)F)cc1,-5[16.7 µM],26*,-4,0,-2,-1.2,-1
CCOc1ccc(S(=O)(=O)NCCC(=O)N2CCN(c3ccccc3O)CC2)cc1,.,1,0,1,?,-1.2,1
C[C@@H]1CN([C@H](C)CO)C(=O)c2cc(C#CCN(C)C)cnc2O[C@H]1CN(C)Cc1ccccc1,1[16.7 µM],-3,-3,4,4,-1.9,1
COc1ccc2nc3n(c(=O)c2c1)-c1cc(Cl)ccc1C(=O)NC3Cc1ccccc1 (stereo not drawn),.,-3,1,3,0,0.3,2
COc1ccc(CCNC(=O)COC(=O)CSc2ccc([N+](=O)[O-])cc2)cc1OC,2,7,1,1,4,1.5,0
CC1CCCC(NC(=O)COC(=O)c2ccc3ncsc3c2)C1C (stereo not drawn),4,-1,0,2,-8,-1.2,-2
COc1ccc(CCNC(=O)CN2C(=O)COc3ccc(S(=O)(=O)N4CCCC4)cc32)c(OC)c1,.,-5,1,2,-2,-0.2,0
Cc1ccc(S(=O)(=O)Nc2ccc3c(c2)C(=O)N([C@@H](C)CO)C[C@@H](C)[C@H](CN(C)C(=O)Nc2cccc4ccccc24)OCCCC[C@@H](C)O3)cc1,-8[16.7 µM],7,4,-1,-1,1.2,3
CC(NCCN(C)C)C1CCC2C3CCc4cc(O)ccc4C3CCC12C (stereo not drawn),4,0,1,-9,-1,-1.9,-25
COc1cccc(-c2nc(CS(=O)(=O)CC(=O)NCc3ccccc3OC)c(C)o2)c1,.,-3,0,-4,0,-1.2,-3
CCc1nc(N2[C@@H](C#N)[C@H](c3ccccc3-c3ccccc3C)[C@@H]2CO)sc1C,.,4,5,13,16,-2.4,1

More compounds:
compound,miR-122 sensor,SIRT5 inh,ERAP1 HTS inh,ERp5 block,DENV2 CPE,F508del corr,CASP6 VEID inh
CC(C)NC(=O)N(C)C[C@@H]1Oc2ncc(C#Cc3ccc(F)cc3)cc2C(=O)N([C@H](C)CO)C[C@@H]1C,-1&-7[16.7 µM],-1&2,0&6,5&-1,-11&-12,-0.3&1.2,0&0
COC(=O)c1cccc(NC(=O)/C(=C\c2ccco2)NC(=O)c2ccco2)c1,6,.,4,4,8,0.5,14
O=C1OCCN1C(=O)[C@H]1[C@H](c2ccccc2)C(c2ccc(F)cc2)=NN1c1ccccc1,15,-2,.,-3,-8,3.3,-2
Cc1ccc(-n2c(C)cc(C(=O)CN3CCOCC3)c2C)cc1C,.,-9,0,-3,-8,-2.4,0
COc1ccc(-c2noc(N3CCC(C(=O)NC(C)c4ccccc4)CC3)n2)cc1 (stereo not drawn),.,-4,-1,-8,-1,-0.6,-2
O=C(C1CCCC1)N1CCCCN2[C@@H](CO)[C@@H](c3ccc(-c4cccc(F)c4)cc3)[C@@H]2C1,-28[16.7 µM],7,1,-2,-1,-0.9,3
CCC1(c2ccccc2)NC(=O)N(CC(=O)NCc2ccccc2OC)C1=O (stereo not drawn),-7,-4,2,0,-1,-1.1,-3
C[C@H]1CN([C@@H](C)CO)C(=O)c2cc(C#CCN(C)C)cnc2O[C@H]1CN(C)C(=O)c1cccc(F)c1,-4[16.7 µM],-1,-2,3,34*,-1.6,-1

2 consecutive records out of the list so far, quoted:
compound,miR-122 sensor,SIRT5 inh,ERAP1 HTS inh,ERp5 block,DENV2 CPE,F508del corr,CASP6 VEID inh
CCC1(c2ccccc2)NC(=O)N(CC(=O)NCc2ccccc2OC)C1=O (stereo not drawn),-7,-4,2,0,-1,-1.1,-3
C[C@H]1CN([C@@H](C)CO)C(=O)c2cc(C#CCN(C)C)cnc2O[C@H]1CN(C)C(=O)c1cccc(F)c1,-4[16.7 µM],-1,-2,3,34*,-1.6,-1

The list continues.
compound,miR-122 sensor,SIRT5 inh,ERAP1 HTS inh,ERp5 block,DENV2 CPE,F508del corr,CASP6 VEID inh
O=C(NCc1ccc(F)cc1)c1cccc2c1C(=O)c1ccc(Cl)cc1S2(=O)=O,.,.,-3,2,?,1.3,1
C[C@@H]1CN([C@H](C)CO)C(=O)c2c(c3ccccc3n2C)-c2ccccc2CO[C@H]1CN(C)C(=O)Nc1ccccc1,0,1,-1,2,3,2.9,3
COc1ccc(CCN(C)C(=O)c2cnc(C)cn2)cc1OC,-15,-2,-1,4,-3,-2.1,5
C[C@@H]1CN([C@H](C)CO)C(=O)c2cc(NS(=O)(=O)c3cn(C)cn3)ccc2O[C@@H]1CN(C)Cc1ccc(C(F)(F)F)cc1,4[16.7 µM],1,1,2,-5,2.3,0
CCN(CC)S(=O)(=O)c1ccc(N2CCOCC2)c(NC(=O)C2=COCCO2)c1,-1,1,6,5,1,1.0,-4
O=C(CNC(=O)c1nc[nH]c1C(=O)N1CCNCC1)OCc1ccccc1,4,-3,4,-2,-5,-0.5,2

Compound activity (PubChem BioAssay)
